Screens from PubChem.
APP 5'UTR act – activates APP 5'UTR luciferase reporter; SH-SY5Y APP 5'UTR luciferase reporter, luminescence; zero percent = DMSO vehicle wells; activation, % at 2 µM; 190,000 compounds, 1% hits; AID 1276;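 active = activation above a set limit, based on mean plus 3 SD of controls, cut at about 140% in these data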; also: values of inactives mirror those of a sister screen read the other way
TLR4-MyD88 BLA – TLR4-MyD88 interaction inhibition in cells; inhibition, % at 8.4 µM; O00206+Q99836; 200,000 compounds, 0.18% hits; HeLa CL3-4 TLR4/MyD88 BLA complementation, FRET ratio; in the data active = inhibition above about 25%;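 also: 0% = vehicle and 100% = reference inhibitor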
Target sequence (O00206 whole entry, looked up): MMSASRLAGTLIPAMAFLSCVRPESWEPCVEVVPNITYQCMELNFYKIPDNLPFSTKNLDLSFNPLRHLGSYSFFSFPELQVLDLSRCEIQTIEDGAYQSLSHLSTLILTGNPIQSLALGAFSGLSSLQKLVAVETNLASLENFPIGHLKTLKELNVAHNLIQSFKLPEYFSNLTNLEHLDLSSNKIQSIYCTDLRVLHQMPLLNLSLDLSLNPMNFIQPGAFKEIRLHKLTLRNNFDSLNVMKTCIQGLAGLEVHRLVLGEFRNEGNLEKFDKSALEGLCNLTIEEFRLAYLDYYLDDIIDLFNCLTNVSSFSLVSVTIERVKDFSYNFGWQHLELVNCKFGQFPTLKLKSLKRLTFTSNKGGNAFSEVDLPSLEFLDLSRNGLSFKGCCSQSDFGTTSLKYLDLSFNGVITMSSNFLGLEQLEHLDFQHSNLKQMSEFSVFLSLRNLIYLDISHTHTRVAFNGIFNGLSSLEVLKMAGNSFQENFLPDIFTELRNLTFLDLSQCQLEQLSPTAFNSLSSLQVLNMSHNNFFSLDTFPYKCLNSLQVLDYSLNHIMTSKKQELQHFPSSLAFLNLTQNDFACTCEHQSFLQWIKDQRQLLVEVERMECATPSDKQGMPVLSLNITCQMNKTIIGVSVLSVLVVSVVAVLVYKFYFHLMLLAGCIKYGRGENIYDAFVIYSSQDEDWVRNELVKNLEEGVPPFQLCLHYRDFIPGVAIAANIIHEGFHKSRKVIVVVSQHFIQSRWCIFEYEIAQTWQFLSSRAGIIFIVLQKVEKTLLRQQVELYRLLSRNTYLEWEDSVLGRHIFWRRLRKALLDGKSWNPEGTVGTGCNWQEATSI
Target sequence (Q99836 whole entry, looked up): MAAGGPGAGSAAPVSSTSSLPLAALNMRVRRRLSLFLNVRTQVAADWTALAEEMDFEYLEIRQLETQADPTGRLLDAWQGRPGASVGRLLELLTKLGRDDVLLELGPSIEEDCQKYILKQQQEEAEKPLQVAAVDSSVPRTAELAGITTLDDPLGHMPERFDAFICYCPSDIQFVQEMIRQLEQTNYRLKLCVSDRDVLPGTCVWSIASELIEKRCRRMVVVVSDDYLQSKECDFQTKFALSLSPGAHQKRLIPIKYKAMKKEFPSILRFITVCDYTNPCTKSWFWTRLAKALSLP
Efa HMGR inh – E. faecalis class II HMG-CoA reductase inhibition. purified E. faecalis HMGR, NADPH absorbance 340 nm kinetic. 190,000 compounds, 0.41% hits. AID 1066. inhibition, % at 10 µM;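 active = inhibition above a set limit, the median over all tested compounds plus 3 SD, cut at about 9.5% in these data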;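 also: enzyme runs in reverse so mevalonate oxidation gives rising NADPH absorbance; 0% = complete reaction with DMSO and 100% = background rate lacking mevalonate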
STAT3 inh – reduces IL-6 driven STAT3 reporter signal; inhibition, % at 5.5 µM; U3A cells, IL-6 STAT3-luciferase reporter, luminescence; host cell line lacks STAT1; 190,000 compounds, 0.89% hits; AID 862;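 active = inhibition above the mean inhibition across all screened compounds plus 3 SD, cut at about 44% in these data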;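 also: 0% = DMSO only wells and 100% = 100 µM nifuroxazide control wells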
STAT3 activator – increases IL-6 driven STAT3 reporter signal. U3A cells, IL-6 STAT3-luciferase reporter, luminescence; 100% = signal with IL-6 EC80 alone. activation (% of control), % at 5.6 µM. 190,000 compounds, 0.91% hits. AID 871;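 active = activation above the screen-wide mean of compound activation plus 3 SD, cut at about 130% in these data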;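 also: 0% = background luminescence of wells with medium and substrate only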
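Test system: STAT3-luciferase reporter U3A cells; Detection: reporter luminescence signal; Times: 1 h compound pre-exposure, 6 h IL-6 stimulation, 37 °C; Benchmarks: IL-6-only high control; Also added: IL-6 stimulus at 33 ng/mL final.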
DTT redox prof – compounds producing H2O2 with reducing agent – biochemical, NIH compound library profiling, artefact control for MLSCN library redox annotation, primary screen; DTT-dependent redox cycling H2O2, phenol red/HRP absorbance; 100% = 100 µM peroxide control, 0% = buffer; activation, % at 10 µM; 200,000 compounds, 0.03% hits; AID 878;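 active = activation of at least 50% relative to the plate's high and low controls in the primary single-dose screen; inactive = activation below 50%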;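 also: compound incubated with DTT at 0.8 mM final as the reducing agent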
STAT1 act – activators of IFN-gamma induced STAT1 signaling; NIH 3T3 STAT1-luciferase reporter, luminescence; 100% = IFN-gamma alone, no compound; activation (% of control), % at 5.5 µM; 200,000 compounds, 2.6% hits;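 active = activation above the screen-wide mean activation plus 3 SD, cut at about 130% in these data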;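 also: raw ratio to IFN-gamma control signal so 100% means no change and 0% no light; values of inactives mirror those of a sister screen read the other way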
NF-kB expr up – raises NF-kB expression in human neuronal cells; NF-kB reporter expression; hits give high values; fold change at 12.5 µM; 190,000 compounds, 1.6% hits; in the data active = fold change above about 3.3
Hsp70 activator – Hsp70 transcriptional activation, primary screen | HeLa Hsp70 promoter luciferase reporter, luminescence; scaled: vehicle 0, proteasome-inhibitor control 100% | activation, % at 10 µM | 200,000 compounds, 0.04% hits;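 active = activation above the mean across all tested compounds plus 3 SD, cutoff set per campaign, cut at about 5.5% in these data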;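 also: 100% = MG132 at 30 µM as the positive control and 0% = DMSO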
STAT1 blocker – inhibitors of IFN-gamma induced STAT1 signaling | NIH 3T3 STAT1-luciferase reporter, luminescence | inhibition, % at 5.5 µM | 200,000 compounds, 0.35% hits;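 active = inhibition above a set limit, the mean inhibition across all tested compounds plus 3 SD, cut at about 34% in these data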;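 also: 0% = IFN-gamma with DMSO and 100% = IFN-gamma with 300 µM nifuroxazide; values of inactives mirror those of a sister screen read the other way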
Active calls of the source: *; x = not tested or not shown.

Each structure is followed by: DTT redox prof	STAT1 blocker	Efa HMGR inh	STAT3 activator	STAT3 inh	NF-kB expr up	Hsp70 activator	APP 5'UTR act	STAT1 act	TLR4-MyD88 BLA
Cc1cc2oc(C(=O)Nc3cccnc3)c(C)c2cc1C
 : -0.7	-13	2	95	15	1.9	0.4	8	112	-5
COc1c(C)cc(Br)cc1C(=O)NCc1cccnc1
 : -0.1	4	-4	101	2	1.2	-0.2	-15	96	-14
CCOC(=O)c1c(-c2cccs2)csc1NC(=O)CC(C)C
 : -0.2	-2	-1	94	8	1.4	-0.5	-11	96	-2
CC(C)(C)NC(=O)CN(Cc1cccs1)C(=O)CNS(=O)(=O)c1ccccc1
 : 0.4	-3	2	103	-4	1.2	0.2	-2	103	2
CC1CC(C)CN(C/C=C/c2ccccc2[N+](=O)[O-])C1 (configuration not stated)
 : -4.3	6	2	107	0	0.96	-0.2	13	95	-2
CC(C)NC(=O)COC(=O)/C=C/c1ccc(F)cc1
 : 0.1	2	4	104	-7	1.2	-0.2	16	98	0
Cc1ccc(S(=O)(=O)NC(N)=NCCc2ccc(Cl)cc2)cc1C
 : 0.4	-10	2	100	2	0.97	-0.4	13	109	13
CC(=O)Nc1ccc(NC(=O)C/C(C)=N/NC(N)=S)cc1
 : -0.6	-4	-1	105	5	1.3	-0.1	-29	102	0
Cc1nnc(SCC(=O)NC(=O)NC(C)C)s1
 : 0.1	5	3	104	0	1	-0.3	9	97	3
CCC(C)NCC(=O)Nc1ccc(S(N)(=O)=O)cc1 (configuration not stated)
 : -1.6	-13	4	103	-2	1	-0.3	12	110	0
O=C1NC(=S)N/C1=C/c1cccc([N+](=O)[O-])c1
 : -0.5	12	-4	91	13	1.5	-0.4	5	87	14
CCc1cc2c(CN3CCN(CC)CC3)cc(=O)oc2cc1O
 : -0.1	-3	-4	100	4	1.2	-0.1	-26	103	4
Cc1ccc(/C=N/N2CCCCC2)o1
 : -1.4	-10	-1	104	-6	1.2	0.0	13	110	-8
O/N=C1\CCc2cc(Cl)ccc21
 : -2.1	-1	-1	107	-2	1.2	-0.5	-13	101	5
CCc1nc(SCC(=O)N2CCN(c3ccccc3)CC2)c2oc3ccccc3c2n1
 : -3.9	4	-1	106	4	0.51	1.0	2	96	5
COc1ccc(OC)c(C2CC(=O)c3c([nH]c(C(=O)OC(C)C)c3C)C2)c1 (configuration not stated)
 : -1.4	-11	5	122	-22	2.2	0.5	-95	110	1
CC1(C)CN(c2ccccc2)N(Cc2ccc(F)cc2)C1=O
 : 0.8	5	4	92	13	1	-0.3	2	95	-15
Cc1ccc2c(c1C)NC(=O)C2(O)CC(=O)c1ccc2c(c1)OCO2 (configuration not stated)
 : -3.5	1	-4	107	-4	0.98	-0.2	-5	99	-2
CC(C)CCn1c(=O)c2ccccc2c2ccccc2c1=O
 : 0.1	2	-4	107	-7	0.94	-0.5	-13	92	-11
c1ccc(-c2nnc(OCc3cccnc3)c3ccccc23)cc1
 : -0.3	-2	-2	100	5	1.1	-0.1	9	100	20
CC(=O)OC(C)C[N+](C)(C)C (configuration not stated)
 : 0.3	-1	2	102	0	1.3	-0.3	4	101	15
CCOC(=O)c1c(C)oc2c1c(C(c1ccccc1)N1CCOCC1)c(O)c1ccccc12 (configuration not stated)
 : 0.0	-4	-4	123	-18	1.6	0.2	80	104	16
CC(=O)NC1CSCC1OC(C)=O (configuration not stated)
 : -0.3	-9	-7	102	2	1.3	-0.2	-9	108	7
CC(/C=C/c1ccccc1)=N/NC(=O)c1cnccn1
 : 1.0	-6	-3	85	20	1.2	0.3	22	107	10
CC(C)CNC(=S)NNC(=O)c1csc2c1CCCC2
 : -0.8	3	-7	89	18	1.4	-0.3	21	97	3
Cc1ccc(-c2nnc(N3CCN(C(=O)COc4ccccc4)CC3)c3ccccc23)cc1
 : -0.1	10	0	82	25	0.32	-0.2	1	91	-5
O=C1N=C(N2CCOCC2)S/C1=C1\C(=O)N(Cc2ccccc2)c2ccccc21
 : 1.9	-3	-1	107	-2	1.4	0.2	380*	102	1
CC(C)[C@H](NC(=O)CCn1nnc2ccccc2c1=O)C(=O)O
 : -0.1	3	-3	92	13	1.2	-0.1	-6	97	4
Cc1c(Cc2ccccc2)sc(NC(=O)c2ccco2)c1C(N)=O
 : 0.5	-12	-3	97	7	1.1	-0.2	-19	110	14
NC(=O)c1c(NC(=O)c2ccc(S(=O)(=O)N3CCOCC3)cc2)sc2c1CCCCC2
 : 0.1	-11	2	105	-6	0.98	-0.2	-12	110	5

Entries listed above shown as hits in APP 5'UTR act:
Compound	DTT redox prof	STAT1 blocker	Efa HMGR inh	STAT3 activator	NF-kB expr up	Hsp70 activator	APP 5'UTR act	STAT1 act	TLR4-MyD88 BLA
O=C1N=C(N2CCOCC2)S/C1=C1\C(=O)N(Cc2ccccc2)c2ccccc21	1.9	-3	-1	107	1.4	0.2	380*	102	1

(list continues)
Each structure is followed by: DTT redox prof	STAT1 blocker	Efa HMGR inh	STAT3 activator	STAT3 inh	NF-kB expr up	Hsp70 activator	APP 5'UTR act	STAT1 act	TLR4-MyD88 BLA
O=C(CCCOc1ccccc1)Nc1ccc(Cl)cn1
 : -1.7	-12	-5	95	9	1.1	-0.2	22	110	-8
COc1ccc2[nH]c(=O)c(CN(CC3CCCO3)C(=O)Nc3ccc(F)cc3)cc2c1 (configuration not stated)
 : 0.6	1	0	93	14	0.3	-0.3	-11	99	4
COc1c([N+](=O)[O-])c(=O)n(-c2ccccc2)c2ccccc12
 : -0.1	-7	4	100	-2	0.9	-0.3	-11	106	-7
O=C(/C=C/NNC(=O)c1ccc(Cl)cc1)c1ccccc1
 : -1.6	-36	-3	105	-2	0.91	0.0	1	133*	15
O=C(Nc1ccccc1Cl)c1c(F)c(F)c(F)c(F)c1F
 : 2.8	-12	x	107	-4	x	-0.2	3	111	13
CCOc1cc(CNCCc2ccc(S(N)(=O)=O)cc2)ccc1OCc1ccc(Cl)cc1
 : -4.7	22	-9	82	29	0.6	-0.3	-18	80	9
COc1ccc(OCc2nc3c4cc(OC)c(OC)cc4nc(=S)n3[nH]2)cc1
 : 0.6	-3	-5	101	1	0.93	-0.1	0	103	-4
COc1ccccc1CNC(=O)Cn1nnc(-c2ccncc2)n1
 : -5.9	-9	-3	95	8	0.81	-0.3	-4	108	1
COc1ccc(Br)cc1CNC(=O)C1CCCN(S(C)(=O)=O)C1 (configuration not stated)
 : 2.1	-3	1	104	-1	1	-0.2	10	103	-10
CC(=Nc1ccc(C)c(C)c1)C1=C(O)CCC1=O
 : 0.2	-1	0	108	-1	1.7	0.1	14	101	-2
COc1cc(OC)c2c(c1O)OC(c1ccccc1)CC2=O (configuration not stated)
 : -1.7	3	0	x	x	1.2	-0.2	4	97	-2
COC(=O)CC(c1ccc(C(C)C)cc1)n1cccc1 (configuration not stated)
 : -0.9	0	-4	104	-3	1.1	-0.3	-8	100	1
C=CCN1C(=O)CC(C(=O)NC)SC1=Nc1ccc(C(=O)OCC)cc1 (configuration not stated)
 : 0.2	5	1	107	-5	1.4	-0.2	28	96	6
COc1ccc(C2/C(=C(/O)c3ccccc3)C(=O)C(=O)N2c2ccccn2)cc1OC (configuration not stated)
 : -0.4	8	-3	92	15	x	0.0	-14	93	5
CCOC(=O)N1CCN(C(c2cccnc2)c2ccc3cccnc3c2O)CC1 (configuration not stated)
 : -0.1	5	1	99	6	1.4	-0.1	-19	96	4
N#Cc1ccc(C(=O)NC2CCCc3ccccc32)cc1 (configuration not stated)
 : -1.8	2	-3	104	-3	1.1	0.2	16	97	-6
Cc1cc(N2CCOCC2)n2cc(-c3ccc(F)cc3)nc2n1
 : -0.8	-6	-1	96	10	x	-0.3	2	104	-14
CS(=O)(=O)c1ccc2nc(NC(=O)CCN3C(=O)c4ccccc4C3=O)sc2c1
 : 0.1	-8	-1	104	0	1.1	0.1	13	104	1
O=C(NNC(=O)C1CC2CCC1C2)c1ccccc1 (configuration not stated)
 : 0.3	-10	-5	92	12	1	-0.4	0	109	1
COc1cc(/C=N/NC(=O)C(=O)NCc2cccnc2)ccc1O
 : 0.1	6	7	98	-2	0.98	-0.5	1	94	-8
Cc1cccc(Cn2c(NCCO)nc3c2c(=O)n(C)c(=O)n3C)c1
 : 2.5	19	-2	60	52*	0.87	-0.5	9	83	9
CSc1nc2ccccc2n1C(=O)Oc1ccccc1
 : 1.9	8	-2	98	14	1.1	-0.1	2	93	15
CC(C)CCNC(=O)CSc1nc2ccsc2c(=O)n1NC(=O)c1ccccc1
 : 2.5	0	0	108	-5	1.2	-0.1	13	100	-1
O=C(NCCN1CCOCC1)c1cccc(S(=O)(=O)N2CCCCCC2)c1
 : -3.3	-6	2	97	8	1.1	-0.3	-10	106	6
CCOC(=O)Nc1ccc2c(CN3C(=O)NC4(CCCC4)C3=O)cc(=O)oc2c1
 : 0.9	26	-8	85	21	1.3	-0.2	7	76	-2
CS(=O)(=O)NNC(=O)c1cc2cc3ccccc3nc2s1
 : -1.4	-19	-2	95	8	0.94	0.2	4	118	-7
CC(=O)c1ccc(NC(=O)c2ccccc2Sc2ncnc3sc(C)c(C)c23)cc1
 : 0.3	4	0	103	0	1.4	-0.2	-3	96	-4
CC(=O)c1c(C(C)=O)c(C)n(NC(=O)c2ccc(Cl)cc2)c1C
 : 0.2	-2	0	98	7	1.1	-0.1	2	102	0
CCSc1ncc(C#N)c(=O)[nH]1
 : -4.0	-1	0	103	0	1.1	0.1	-2	101	0
Cc1ccc2c(c1)C1CN(C)CCC1N2C(=O)c1ccc(Cl)c(S(=O)(=O)N2CCOCC2)c1 (configuration not stated)
 : -1.9	0	-7	88	17	1.4	-0.1	-30	100	-19
COc1ccccc1C(=O)Nc1cc(Cl)ccc1O
 : -2.5	8	-1	151*	-52	1.4	-0.1	-10	93	17
Cc1ccc(C(=O)N/C(=C/c2ccco2)C(=O)NCCc2c[nH]c3ccccc23)cc1
 : 0.3	-2	3	115	-17	0.8	-0.2	x	102	12
CC(C)(C)C(=O)/C=c1\s/c(=C\c2ccc(-c3ccc([N+](=O)[O-])cc3)o2)c(=O)n1CC(=O)NC(N)=O
 : -1.8	-11	-3	118	-18	0.6	0.3	19	108	13
CCn1c(SCC(=O)c2c[nH]c3ccccc23)nnc1-c1cccs1
 : 0.2	10	-3	113	-12	1	-0.3	14	98	2
COc1cc2cc(CN(Cc3nnnn3Cc3ccccc3)CC3CCCO3)c(=O)[nH]c2cc1OC (configuration not stated)
 : 0.8	3	-2	92	11	0.86	-0.1	-13	97	-13
CCCCC(=O)Nc1nnc(SCC(=O)NC2CCCC2)s1
 : 0.0	2	-3	91	15	0.95	0.1	-16	98	-5
CCOC(=O)CSC1=C(C#N)C(c2ccc(Cl)cc2)CC(=O)N1 (configuration not stated)
 : -1.4	1	1	103	5	0.89	-0.2	42	100	-12
Cc1cccn2c(=O)c3cc(C(=O)NCC4CCCO4)c(=N)n(CCN4CCOCC4)c3nc12 (configuration not stated)
 : 0.2	5	-1	100	4	0.9	0.1	15	96	1
